# Screening data as filed in PubChem.
# bCat nuc transl: modulators of beta-catenin nuclear translocation, primary screen, imaging, HeLa cells, immunofluorescence, high-content. nuclear translocation activity, % at 5 µM. AID 1665, 2009. hit rate 0.3% among 190,000;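 active = nuclear translocation activity above 50% at 5 µM, with a well cell count of 50 or more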;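 note: per-cell ratio of nuclear to cytoplasmic median beta-catenin stain intensity; plate controls were DMSO negative control for no effect and GSK-3 inhibitor IX positive control for full effect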
#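 Signal – beta-catenin immunofluorescence imaging with DAPI · Test system – human HeLa cell line · Dosing – 5 µM primary single dose, 0.1% DMSO, 0.02–20 µM confirmation series · Measure – % activation, nuclear-to-cytoplasmic median beta-catenin signal ratio per cell · Incubation – 24 h compound exposure at 37°C, 5% CO2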
# Autophagy mod: autophagy modulators in MEF cells, primary screen, imaging, high-content, MEF GFP-LC3 | AID 463193, 2010 | MEF GFP-LC3 puncta imaging; test concentration mostly 10 µM | hit rate 0.98% among 190,000 | calls only at 10 µM (by protocol);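 active = percentage of spot-positive cells more than 3 SD above its plate mean, without a fluorescence outlier flag or 80% toxicity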;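 note: spot-positive cell cutoff set from DMSO-treated cells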
# P. falciparum M1AAP: P. falciparum M1AAP inhibitors, biochemical, fluorogenic H-Leu-NHMec substrate, 1536-well (AID 1445); Aminopeptidase N (Plasmodium falciparum (isolate 3D7)); recombinant M1AAP, H-Leu-NHMec fluorogenic kinetic assay; higher % means a stronger effect; inhibition, % at 30 µM; hits with a dose series show IC50 in µM; hit rate 0.42% among 220,000;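 active = primary inhibition above the hit cutoff, then over 50% inhibition at one or more dose response concentrations, cut at about 23% in these data, passing the limit was not always enough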;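 note: plate controls were DMSO full reaction for no effect and no enzyme background for full effect; strong numbers were not always called active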
# Dynein transport: inhibitors of GR-EGFP nuclear translocation, primary screen, dynein cargo transport inhibitor project, imaging, high-content, 3617.4 mouse cells | hit rate 0.47% among 220,000 | z-score, hits read low | test concentration mostly 20 µM; stimulated with dexamethasone, 1 µM; active compounds read low | AID 1381, 2008;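 active = plate z-score of nuclear minus cytoplasmic receptor signal below a set negative limit, without overly bright fluorescence or cell loss, cut at about -3.5 in these data, passing the limit was not always enough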;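 note: z-score of nuclear minus cytoplasmic ring GR-EGFP intensity difference per well; some compounds called inactive have numbers as strong as hits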
#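 Buffer or medium: tetracycline-free induction medium containing charcoal-stripped FBS / Reagent: dexamethasone agonist, 1.0 µM final, for 30 min / Technique: automated 10x imaging of fixed Hoechst-stained cells / Times: induction 48 h, compound 1 h, agonist 30 min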
# UTI89 phage lysis: inhibition of K1F phage lysis, E. coli UTI89, bacterial capsule biogenesis inhibitors, alamar blue (AID 488966); hit rate 0.02% among 340,000; one-dose inhibition, % at 100 µM; IC50 in µM for titrated hits; E. coli UTI89 K1F phage lysis, alamar blue, 2 h; higher % means a stronger effect;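 active = phage lysis inhibition, versus mean bacterial control, above a set limit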;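 note: capsule biogenesis inhibitors block K1F phage lysis so surviving cells raise fluorescence; higher fluorescence means more inhibition of phage lysis; actives were called in the ten point dose series up to 300 µM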
# Ins promoter up: insulin promoter activators in MIN6 cells, imaging, high-content screening, mouse beta cells. MIN6 insulin promoter-GFP reporter; active compounds read high. z-score at 5 µM. hit rate 0.3% among 190,000. AID 1625, 2009;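 active = z-score above 3 at 5 µM with at least 500 cells counted in the well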
# ER stress rescue: rescue of cells from ER stress-induced death, primary screen, 384-well, CSM14.1, thapsigargin, ATP luminescence (AID 1222); CSM14.1 thapsigargin-induced death rescue, ATP luminescence; higher % means a stronger effect; 190,000 tested, under 10 active; cellular ATP content (survival), % at 20 µM; hits with a dose series show EC50 in µM;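 active = EC50 below 50 µM in the dose-response confirmation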;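 note: death triggered by thapsigargin at about 15 µM added after 2 h compound pretreatment; cell ATP read after overnight thapsigargin exposure of roughly 18 to 22 hours; normalized against plate controls of thapsigargin alone and 5% DMSO vehicle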
# P. falciparum M17LAP: P. falciparum M17LAP inhibitors, primary screen, biochemical, fluorogenic H-Leu-NHMec substrate, 1536-well (AID 1619). Leucine aminopeptidase (Plasmodium falciparum (isolate 3D7)). hit rate 0.38% among 220,000. one-dose inhibition, % at 30 µM; IC50 in µM for titrated hits. recombinant M17LAP, H-Leu-NHMec fluorogenic kinetic assay; higher % means a stronger effect;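 active = compound inhibiting the enzyme by more than half at any dose during confirmatory dose-response retesting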;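 note: plate controls were full reaction with DMSO carrier for no effect and no enzyme background for full effect; strong numbers were not always called active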
# MT stabilize HCS: microtubule stabilizers in HeLa cells, primary screen, imaging, high-content imaging. HeLa tubulin immunostaining HCS, 24 h; share of cells brighter than vehicle mean+2SD. % tubulin-high responders, % at 10 µM. hit rate 0.83% among 200,000;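 active = plate Z-score above 3 for both tubulin-high and condensed-nucleus cell shares, with cell loss under 80%, at 10 µM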;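 note: anti alpha tubulin signal scored within the nucleus-defined area of each cell; some results filed as inactive read as strong as hits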
# Dynein transport cytoplasmic EGFP: also measured in Dynein transport; calls as there; z-score; measured here: cytoplasmic GR-EGFP intensity; active compounds read high
# Dynein transport nuclear GR-EGFP: also measured in Dynein transport; calls as there; z-score; measured here: nuclear GR-EGFP intensity;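 lower value marks the stronger effect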
# Dynein transport cell count: recorded beside Dynein transport, whose call it bears; z-score; measured here: cell count per field
# Ins promoter up cell count: recorded beside Ins promoter up, whose call it bears; cell count; measured here: cytotoxicity, nuclei count;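 total cells summed across four imaged fields per well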
# bCat nuc transl cell count 5 µM: further read-out of bCat nuc transl, marked with its call; cell count; measured here: cell count, cytotoxicity flag
# MT stabilize HCS Hoechst-high %: recorded beside MT stabilize HCS, whose call it bears; % Hoechst-high responders; measured here: nuclear condensation Hoechst responders;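 share of cells brighter than vehicle mean plus two SD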
# MT stabilize HCS cytotoxicity %: further read-out of MT stabilize HCS, marked with its call; toxicity, %; measured here: cytotoxicity by cell density;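 0% = mean cell density of plate MIN control wells and 100% = no cells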
# Autophagy mod cell loss 18 h: recorded beside Autophagy mod, whose call it bears; toxicity, %; measured here: cell loss, nuclei count;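 cell loss after 18 h compound exposure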
# Starred values were filed as active, the others as inactive; i = inactive; . = no result given; [ ] = another dose, or the depositor's remark.
SMILES,bCat nuc transl,bCat nuc transl cell count 5 µM,Autophagy mod,Autophagy mod cell loss 18 h,P. falciparum M1AAP,Dynein transport,Dynein transport cytoplasmic EGFP,Dynein transport nuclear GR-EGFP,Dynein transport cell count,UTI89 phage lysis,Ins promoter up,Ins promoter up cell count,ER stress rescue,P. falciparum M17LAP,MT stabilize HCS,MT stabilize HCS Hoechst-high %,MT stabilize HCS cytotoxicity %
O=C(Nc1nc2ccccc2[nH]1)c1ccc(F)cc1,1.2,1360,i,3,4%,-0.53,-0.29,-0.034,0.28,-1.3%,-0.31,1412,-5.0%,9%,3.5,1.8,5.9
CNC(=S)SCCOc1ccccc1,-1.2,1339,.,.,10%,-0.37,-0.25,-0.22,0.42,-0.2%,0.08,946,.,-3%,.,.,.
CCOc1ccc(NC(=O)[C@@H](NC(=O)c2ccccc2Br)C(C)C)cc1,1.6,950,i,-1,3%,-0.8,-0.17,-0.26,1.7,5.5%,.,.,-3.4%,-6%,2.1,1.0,6.9
Cc1nc2ccccc2n1CCC(=O)Nc1cccc(F)c1,0.9,948,i,2,-4%,0.21,-0.27,-0.032,0.45,0.2%,0.57,1049,.,-1%,4.0,2.3,7.2
Cc1noc(-c2ccccc2OC(=O)c2ccccc2)n1,-4.6,1003,i,5,0%,0.3,-0.036,0.14,0.2,1.2%,0.31,1102,0.4%,0%,1.8,1.4,8.0
O=C(Nc1ccc(N2CCCCC2)c(Cl)c1)c1cccnc1,-7.2,1029,i,26,8%,-0.9,-0.065,-0.45,0.38,5.3%,-1.2,1124,-1.8%,10%,1.2,1.1,6.4
CC(C)OCP(=O)(c1ccccc1)c1ccccc1,0.3,1136,i,-11,4%,-0.26,-0.21,-0.18,0.36,-0.5%,-0.19,1052,2.3%,0%,1.1,2.1,7.6
CC(=O)Nc1ccc(OCC(O)CN2CCN(c3cccc(Cl)c3)CC2)cc1 (stereo unspecified),-0.7,1068,i,9,-2%,0.98,-0.23,1,2.4,0.1%,0.35,1905,-3.4%,-6%,1.2,2.1,11
Cc1ccc(N2CC(C(=O)Nc3cccnc3)CC2=O)cc1 (stereo unspecified),-0.8,1187,i,9,-5%,0.57,-0.17,0.31,-0.35,0.4%,-0.33,1363,-1.9%,1%,1.2,1.6,5.3
Cn1/c(=N/NC(=O)c2ccccc2Br)sc2ccccc21,-6.1,1072,i,13,0%,-0.2,-0.26,0.35,0.72,0.5%,-0.87,1241,-1.5%,2%,5.1,1.7,5.6
Cc1c(/C=C/C(=O)c2ccc(O)cc2)cnn1C,-0.7,1159,i,-9,6%,-0.3,-0.14,-0.26,-0.56,-0.5%,-0.07,1417,-3.1%,27%,2.5,2.1,5.2
CC(Cc1ccccc1)C(=O)NCc1nc2ccccc2s1 (stereo unspecified),-3.9,631,i,-8,7%,0.097,-0.33,0.38,0.79,1.2%,-1.1,688,-3.7%,1%,3.7,2.5,9.0
COc1ccc(/C=N/n2c(C)nnc2C)c(OC)c1,-2.1,1379,i,9,8%,-0.34,-0.29,-0.12,0.031,0.2%,1.6,1541,-0.6%,13%,2.7,1.6,2.3
NS(=O)(=O)c1ccc(NC(=O)COc2ncnc3sccc23)cc1,0.7,1230,.,.,11%,-0.09,-0.23,-0.15,-0.65,0.1%,-0.14,1144,.,21%,.,.,.
CC(C)(C)NC(=O)COC(=O)CCC(=O)c1ccc(F)cc1,-1.2,1097,i,-6,-1%,-0.37,-0.29,0.12,0.64,0.1%,0.11,1406,.,-4%,4.0,1.4,3.7
CC(=O)N1CCN(c2nc(N)c(C#N)c(CC#N)c2C#N)CC1,-0.8,1281,.,.,6%,-0.75,-0.25,-0.58,0.55,0.3%[50 µM],0.71,1363,.,17%,.,.,.
Cc1ccc(NC(=O)C2CCN(C(=O)NC3CCCCC3)CC2)c(C)c1,3.8,392,i,2,-10%,0.51,-0.25,0.16,0.45,-0.2%,.,.,-1.7%,-5%,3.0,1.6,5.8
CC(=O)N1N=C(c2ccc(NS(C)(=O)=O)cc2)CC1c1ccc2nccnc2c1 (stereo unspecified),0.2,1542,i,12,15%,0.54,0.37,0.39,-1,-3.7%,0.48,1576,1.3%,24%,2.1,2.9,9.3
COC(=O)C(CCCCNC(=O)OCc1ccccc1)NC(=O)CN (stereo unspecified),0.1,840,i,3,-2%,0.15,-0.25,-0.2,0.53,0.0%,-0.13,1267,-1.0%,0%,2.7,1.7,2.3
CC[n+]1c(C)n(-c2ccccc2)c2ccc(C(=O)OC)cc21,0.3,1460,i,-4,16%,-0.66,-0.28,-0.58,0.41,0.7%,-0.16,1469,1.4%,16%,3.1,2.5,7.4
Cc1ccccc1OCCCC(=O)Nc1nccs1,.,.,i,-2,7%,1,-0.16,0.43,0.14,-0.1%,-0.25,978,-0.3%,-13%,2.6,1.7,5.8
CCOC(=O)c1cn(-c2ccccc2CO)c2c(F)c(F)c(F)cc2c1=O,-0.9,1234,i,-11,-5%,-1.1,-0.17,0.043,0.75,0.2%,0.01,1612,-1.7%,-7%,2.5,1.3,2.1
CCCn1c(SCC(=O)Nc2cc(S(=O)(=O)N(C)C)ccc2OC)n[nH]c1=O,-1.3,1065,i,35,9%,0.73,-0.26,0.61,-0.11,-0.2%,0.07,1164,3.7%,1%,2.5,2.5,6.5
NC(=O)c1cnn(-c2cc(Oc3ccccc3)ncn2)c1N,0.4,973,i,-7,5%,0.33,-0.36,0.032,0.87,-0.4%,-0.58,1438,-0.2%,9%,1.3,1.6,8.7
COc1ccc2c(c1)c1nc3ccccc3nc1n2CCCN1C(=O)c2ccccc2C1=O,-1.3,1078,i,-5,16%,0.43,-0.082,0.19,-0.4,6.2%,-0.31,1434,1.6%,0%,2.5,1.9,5.5
CCOC(=O)Cn1nc(-c2ccccc2)c2cnc3ccc(C)cc3c21,-3.0,524,i,-8,-2%,-1.2,0.028,0.31,0.41,0.3%,-0.54,981,-1.6%,10%,3.8,2.7,6.6
O=C(O)c1ccc(-n2cc(-c3cc4ccccc4oc3=O)[nH]c2=S)cc1,-1.4,1077,i,-2,12%,0.95,-0.23,0.083,0.2,-1.4%,-0.01,1253,-1.7%,-49%,3.0,1.9,8.8
Clc1cccc(CSc2ccc(-c3ccco3)nn2)c1,-0.3,1126,i,3,6%,-0.089,-0.031,-0.078,-0.44,0.2%,-1.2,1108,-1.1%,19%,1.9,2.6,7.2
COc1ccc(Nc2ccc(C(=O)O)cc2[N+](=O)[O-])cc1,4.0,1052,i,8,9%,0.58,-0.27,0.32,0.16,-0.1%,0.36,1574,-0.7%,4%,2.2,2.7,3.9
COc1cccc(-c2csc(N3CCN(C(=S)Nc4ccccc4Cl)CC3)n2)c1,0.7,1393,i,17,7%,-0.16,-0.2,0.45,0.1,0.2%,-1.3,1134,-0.1%,4%,3.3,2.2,3.8
CN(c1ccc(C(=O)NCCc2ccccc2)cc1)S(C)(=O)=O,-8.0,1153,i,1,2%,-0.67,0.43,0.015,0.059,8.5%,.,.,-2.7%,0%,1.7,2.0,8.1
Cc1nc(SCC(=O)NC(=O)NC(C)C)nc(C)c1C,-0.9,1092,i,26,-7%,1.1,-0.12,0.88,-0.95,0.7%,0.22,1637,0.7%,-5%,4.7,0.7,15
O=C(NCCCn1ccnc1)C(=O)NCC(c1cccnc1)N1CCN(c2ccccc2)CC1 (stereo unspecified),-1.2,522,i,19,1%,-0.73,-0.26,0.34,0.086,1.5%,0.11,1288,-2.0%,-4%,2.0,1.8,4.0
COc1cccc(CN2CCC(N(CCc3ccccc3)Cc3ccccc3)CC2)c1OC,2.2,482,i,2,3%,0.14,-0.21,-0.35,-0.24,9.7%,-0.27,1435,-1.7%,13%,3.1,4.4,6.6
CCOC(=O)c1ccc(NC(=O)CC2C(=O)N(c3ccc(F)cc3)C(=O)N2CCCOC)cc1 (stereo unspecified),1.2,1391,i,-9,-3%,-1.6,-0.33,-0.66,0.37,7.0%,-1.9,1108,-1.7%,-3%,5.0,3.2,5.7
COc1c(N)c2ccccc2[nH]c1=O,2.5,787,i,-16,0%,-1.4,-0.18,-0.61,0.21,0.5%,-0.24,970,.,2%,12,3.1,2.4
COc1cccc(OC)c1C(=O)N=c1sc2cc(S(C)(=O)=O)ccc2n1C,-3.5,1116,i,2,2%,-0.013,-0.26,0.32,0.24,0.6%,-0.11,1272,-1.1%,5%,3.6,4.1,9.1
